14-3-3g Raf – modulators of 14-3-3 gamma protein binding, primary screen, biochemical, fluorescence polarization; AID 422, 2006; 14-3-3 protein gamma (Homo sapiens), P61981; FP, 14-3-3gamma / TMR-pS259-Raf peptide binding; 160,000 compounds, 0.19% hits; inhibition, % at 40 µM; in the data active = inhibition above about 30%;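 note: 0% = protein plus tracer without compound and 100% = blank with tracer alone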
Target sequence (P61981 whole entry, looked up): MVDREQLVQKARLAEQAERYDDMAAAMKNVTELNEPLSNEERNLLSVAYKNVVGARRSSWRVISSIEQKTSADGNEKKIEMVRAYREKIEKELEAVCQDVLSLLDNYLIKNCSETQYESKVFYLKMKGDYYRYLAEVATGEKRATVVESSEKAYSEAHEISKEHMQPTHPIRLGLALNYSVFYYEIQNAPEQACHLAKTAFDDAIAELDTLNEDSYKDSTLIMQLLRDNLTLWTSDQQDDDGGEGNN
* hit, by the source's call; & = joins results of further samples. Some of the compounds tested. The share of hits here may be higher or lower than overall.

SMILES | 14-3-3g Raf
Cn1c(=O)c2c(nc(CN3CCC(C(N)=O)CC3)n2Cc2c(Cl)cccc2Cl)n(C)c1=O | -8
CC(=O)C1CC(c2ccccc2)=NN1c1ccccc1 (stereo unspecified) | -1
CCn1cc(C2=NC(C(C)C)CO2)c2ccccc21 (stereo unspecified) | -5
CC(=O)C1=NN(c2ccccc2)C2C(=O)N(c3cccc(Cl)c3)C(=O)C12 (stereo unspecified) | 4
CCOC(=O)c1cnc2ccc(OC)cc2c1Nc1cccc(C)c1 | 5
Cc1cccc(NC(=O)c2cc(S(=O)(=O)N(C)Cc3ccccc3)ccc2F)c1C | -7
O=C(Nc1ccc2c3c(cccc13)CC2)c1cc([N+](=O)[O-])ccc1Br | -53
COc1ccc(CN2CCN(Cc3ccc([N+](=O)[O-])cc3)CC2)c(OC)c1OC | -5
O=[N+]([O-])c1ccc(N2CCN(CCO)CC2)c(C=Nc2ccc3c(c2)oc2ccccc23)c1 | 3
COc1cc(C2C(C(=O)c3ccco3)=C(O)C(=O)N2Cc2cccnc2)ccc1O (stereo unspecified) | -9
COc1ccccc1NC(=O)c1cc(S(=O)(=O)N2CCOCC2)ccc1Br | -12
CCCC(C(=O)NCc1ccc(OC)cc1)N(Cc1ccco1)C(=O)c1snc(C(N)=O)c1N (stereo unspecified) | 1
CCOCCc1nnc(NC(=O)c2cccs2)s1 | -2
CSc1nsc(SC)c1C(=O)N1CCN(S(=O)(=O)c2ccc(C)cc2)C1C (stereo unspecified) | 4&-17
COc1cc2c(cc1NC(=O)C1CCCCC1)oc1ccccc12 | 1
COc1ccc(C2CC(=O)c3c([nH]c(C(=O)OC4CCCCC4)c3C)C2)cc1 (stereo unspecified) | 1
Cc1ccc(-c2nnc(NCc3ccccc3)c3ccccc23)cc1S(=O)(=O)NCc1cccnc1 | -8
Cc1ccc2nc(-c3ccccc3)cc(C(=O)Nc3ccccc3Cl)c2c1 | -18
COc1ccc(S(=O)(=O)NCc2ccc(C(=O)NCc3ccccc3)cc2)cc1 | 1
O=[N+]([O-])c1ccccc1S(=O)(=O)Nc1ccc(I)cc1 | -86
COc1cccc(C(=O)N2CC(=O)Nc3ccc(Br)cc3C2c2ccc(F)cc2)c1OC (stereo unspecified) | -4
CCCc1ccc(-c2ccc(C(=O)Oc3ccc4c(C)cc(=O)oc4c3)cc2)nc1 | -1
O=C(NCCc1csc(-c2ccccc2)n1)c1cccs1 | 0
Cn1c2c(c(=O)[nH]c1=O)C(c1ccc([N+](=O)[O-])cc1)C1=C(N2)c2ccccc2C1=O (stereo unspecified) | -15
Nc1ccc(Cl)cc1-n1nc(-c2ccccc2)c2ccccc2c1=O | -5
OCCCc1nc2n(n1)C(c1cccc(Cl)c1)C=C(c1ccc(F)cc1)N2 (stereo unspecified) | 0
Cc1ccc(-n2nc(C(=O)N3CCN(c4ccc(F)cc4)CC3)c3c4ccccc4n(C)c3c2=O)cc1 | -2
COc1ccc2cnn(-c3ccccc3C)c(=O)c2c1OC | 3
CCc1cccc(C)c1NC(=O)CN1C(=O)c2ccccc2S1(=O)=O | -8
CCCS(=O)(=O)c1nc(S(=O)(=O)c2ccc(C)cc2)c(NCCN2CCOCC2)s1 | -2
CN(c1ccc(N2C(=O)C3C4C=CC(C4)C3C2=O)cc1[N+](=O)[O-])C1CCCCC1 (stereo unspecified) | -6
COCc1cc(C)nc(SCC(=O)c2ccc(Cl)cc2)c1C#N | -31
Cc1ccc2c(c1)N(CC(=O)NCCCN1CCOCC1)C(=O)CO2 | -8
CC(Cc1ccccc1)N=Cc1cc(-c2ccccc2)sc1O (stereo unspecified) | 5
Cc1c(C(=O)OC(C)C)sc(NC(=O)C2c3ccccc3Oc3ccccc32)c1C(=O)OC(C)C | -8
Cc1ccc(C(C(=O)NC2CCCC2)N(C(=O)c2csnn2)C2CCCC2)o1 (stereo unspecified) | -3
CN1/C(=C/C(=O)c2nc(S(C)(=O)=O)ncc2Cl)C(C)(C)c2ccccc21 | -52
CCc1ccc(NS(=O)(=O)c2ccc3[nH]cc(C(=O)NC4CCCCC4)c(=O)c3c2)cc1 | -20
COc1ccc(-n2cc(C(=O)Nc3cc(F)ccc3C)c3ccccc3c2=O)cc1 | -5
CCc1ccc(NC(=O)c2cccc(Cl)c2)cc1 | -2
O=C(NCCc1ccc(Cl)cc1)c1ccc2c(=O)[nH]c3c(C(=O)NC4CCCC4)sc(=S)n3c2c1 | -6
CC1CCN(C(=O)CSc2ccc3nnc(-c4cccc(F)c4)n3n2)CC1 | -11
COc1ccc(S(=O)(=O)Nc2cc(S(=O)(=O)c3ccc(OC)cc3)c(O)cc2C)cc1 | -10
c1ccc(N2CCN(c3ncnc4scc(-c5cccs5)c34)CC2)cc1 | -12
CCOc1ccc(-c2cc(C(=O)NCCCN3CCCC3)c3ccccc3n2)cc1 | -8

Seven compounds out of the list above, arranged by their value in 14-3-3g Raf, descending.
structure,14-3-3g Raf
CC(Cc1ccccc1)N=Cc1cc(-c2ccccc2)sc1O (stereo unspecified),5
CCc1ccc(NC(=O)c2cccc(Cl)c2)cc1,-2
Cc1ccc(C(C(=O)NC2CCCC2)N(C(=O)c2csnn2)C2CCCC2)o1 (stereo unspecified),-3
COc1ccc(-n2cc(C(=O)Nc3cc(F)ccc3C)c3ccccc3c2=O)cc1,-5
CCOc1ccc(-c2cc(C(=O)NCCCN3CCCC3)c3ccccc3n2)cc1,-8
COc1ccc(S(=O)(=O)Nc2cc(S(=O)(=O)c3ccc(OC)cc3)c(O)cc2C)cc1,-10
c1ccc(N2CCN(c3ncnc4scc(-c5cccs5)c34)CC2)cc1,-12

The results go on.
SMILES | 14-3-3g Raf
Cc1ccc(CNC(=O)c2ccc(N3CCCCCC3)c([N+](=O)[O-])c2)cc1 | 5
COc1ccc(-c2ccc3c(N)c(C(=O)Nc4ccc(C(C)=O)cc4)sc3n2)cc1 | -66
O=C(NCCCN1CCOCC1)c1cc2c(s1)CCCC2 | -1
O=C(Nc1ccc(-c2noc(-c3ccccc3F)n2)cc1)c1cccs1 | -17
Cc1ccc(C(=O)Oc2ccc(C(=S)N3CCOCC3)cc2)cc1 | -5
CCC(C)(NC(C)=O)C(=O)NC1CCCCC1 (stereo unspecified) | -1
COc1ccc(-c2c(C#N)c(SCc3c(C)noc3C)nc3c2C(=O)CC(C)(C)C3)cc1 | -2&-17
O=C(O)c1ccc(Oc2ccc3c(c2)C(=O)N(c2ccc4ccccc4c2)C3=O)cc1 | -8
CC1=C(C(=O)OC2CCCCC2)C(c2ccsc2)C2=C(CCCC2=O)N1 (stereo unspecified) | -10
COc1ccccc1CNCc1cccs1 | 5
CC(C)(C)c1ccc(OCCNS(=O)(=O)c2ccccc2[N+](=O)[O-])cc1 | -1
CC(=O)Nc1ccc(N=Cc2sccc2C)cc1 | -3
Cc1cc(C)c2cc(CN(CC3CCCO3)S(=O)(=O)c3ccc4c(c3)OCCO4)c(=O)[nH]c2c1 (stereo unspecified) | 4
CCCN(CCC)c1ncnc2c1cnn2-c1ccc(C)cc1C | -7
CC1(C)Cc2c(sc(NC(=O)c3ccc(Br)o3)c2C#N)CO1 | -1

Rewritten with each value named: part of the list above.
COc1cc(C2C(C(=O)c3ccco3)=C(O)C(=O)N2Cc2cccnc2)ccc1O (stereo unspecified)
  14-3-3g Raf = -9
COc1ccccc1NC(=O)c1cc(S(=O)(=O)N2CCOCC2)ccc1Br
  14-3-3g Raf = -12
CCCC(C(=O)NCc1ccc(OC)cc1)N(Cc1ccco1)C(=O)c1snc(C(N)=O)c1N (stereo unspecified)
  14-3-3g Raf = 1
CCOCCc1nnc(NC(=O)c2cccs2)s1
  14-3-3g Raf = -2

More records:
SMILES | 14-3-3g Raf
COC(=O)C1CC(=O)N(c2ccc(OCc3ccc(Cl)cc3)cc2)C1 (stereo unspecified) | -8
COc1ccc2[nH]c(=O)c(CN(CCO)S(=O)(=O)c3ccc4c(c3)OCCO4)cc2c1 | -2
CCc1ccc(Nc2oc(C)cc(=O)c2C(C)=O)cc1 | -1
O=C(c1cc2c(=O)n3ccccc3nc2s1)N1CCCCCC1 | -5
Cc1cc(Nc2cccc(C(F)(F)F)c2)n2nc(C)nc2n1 | -12
CC(C)OC(=O)CSc1nnc(-c2ccc(C(C)(C)C)cc2)n1N | 4
Cc1c(Br)cc(C(=O)NCc2ccco2)c(C)c1C | -12
Cn1c(CCN2CCN(c3ccc(F)cc3)CC2)nc2cc(NC(=O)c3ccco3)ccc21 | -11
O=c1[nH]c(=O)n(-c2nc(-c3ccccc3)oc2-c2ccccc2)cc1Cl | -35
CCc1cc(N2CCOCC2)cc2c1[nH]c1ccccc12 | -8
O=C(CSc1nnc(-c2cccnc2)n1-c1ccccc1)NCc1ccc2c(c1)OCO2 | 9
CCC1(C)OC(=O)N(CCOC23CC4CC(CC(C4)C2)C3)C1(C)O (stereo unspecified) | 7
CN(c1ccccc1)S(=O)(=O)c1ccc(C(=O)Nc2nc3c(s2)CCc2ccccc2-3)cc1 | 2
Clc1cc(NCc2cccnc2)ccc1N1CCOCC1 | -5
Cc1ccc(NC(=O)CSc2nc3ccc(C)cc3[nH]2)c(C)c1 | -10
CC1CCN(CCCNC(=O)c2cc(-c3ccncc3)nc3ccccc23)CC1 | -7
CCCN(CCC)C(=O)Cn1c(=O)n(-c2ccc(Cl)cc2)c(=O)c2c3c(sc21)CCC3 | -5
COc1cccc2cc(C(=O)N3CCN(C(=O)c4ccco4)CC3)c(=O)oc12 | 0
CCOC(=O)c1c(NC(=O)CSc2nnc(-c3cccnc3)o2)sc(C(C)=O)c1C | -9
COc1cc2c(cc1OC)C(C(=O)NC1CC1)C1c3ccccc3CCN1C2=O (stereo unspecified) | 1
O=C(CNC(=O)c1cccs1)OCc1ccc(Cl)cc1 | 1
COC(=O)c1c[nH]n2c(=O)c(Cc3cc(C)ccc3C)c(C)nc12 | -4
Cc1ccc(C2C(C#N)C(=O)NC(=O)C2[n+]2ccccc2)cc1 (stereo unspecified) | 0
COc1ccc(CCn2c(=S)[nH]c3c(sc4ccc([N+](=O)[O-])cc43)c2=O)cc1OC | -4
CC1(C)CC2(CCO1)OC(=O)CC2C(=O)NC1CCCCC1 (stereo unspecified) | -12
COc1ccc(CNC(=O)c2ccc(N3CCCC3=O)cc2)cc1 | -2
CC(C)COC(=O)c1cc(-c2ccc(/C=N/n3cnnc3)o2)ccc1Cl | -26
CCOC(=O)C1CCN(C(=O)c2cnn3c(C)c(Cc4cccc(Cl)c4)c(C)nc23)CC1 | -14
Cc1ccc(NC(=O)c2ccccc2O)cc1 | -3
COc1ccc(C(c2nnnn2C2CCCC2)N2CCc3ccccc3C2)cc1OC (stereo unspecified) | -7
C=CCSc1nc2c(c(=O)[nH]1)C(CC)(C1CCCCC1)Cc1ccccc1-2 (stereo unspecified) | -9
COc1ccc2[nH]c(=O)cc(C)c2c1 | -3
CCCNc1nc2c(c(=O)[nH]c(=O)n2C)n1CCC(C)C | 3
O=c1[nH]c2ccccc2n1CCCN1CCN(C(c2ccccc2)c2ccccc2)CC1 | -1&0
COc1cc(CN2CCN(S(=O)(=O)c3ccc(C)cc3)CC2)ccc1OCc1ccccc1 | -2
O=C(CSc1nnc(CNC(=O)c2ccco2)o1)NC1CCCCC1 | -10
COc1ccc(Cl)cc1N1C(=O)C(Cl)=C(Nc2cccc(O)c2)C1=O | -14
COc1ccc(-c2cc(=O)[nH]c(SCC(=O)Nc3ccc(Br)cc3)n2)cc1 | 6
O=C(COc1ccccc1Br)Nc1nc(-c2ccccc2)cs1 | 2
Cc1c(NC(=O)C(C#N)=C2CCCCC2)c(=O)n(-c2ccccc2)n1C | 0
O=C(CSc1nnc(-c2cccs2)n1-c1ccccc1)c1ccc2c(c1)OCCO2 | -2
COc1ccc(OC)c(S(=O)(=O)NC2CCN(Cc3ccccc3)CC2)c1 | -39
CCC1Oc2ccc(C)cc2N(CC(=O)NCCCN2CCCCC2CC)C1=O (stereo unspecified) | -2&-5
N#Cc1cc(NCc2ccccc2)c([N+](=O)[O-])cc1C#N | -10
CN(C(=O)c1c[nH]c2ccc(S(=O)(=O)Nc3cccc(C(F)(F)F)c3)cc2c1=O)C1CCCCC1 | -3
COC(=O)c1c(C(=O)OC)c2n(c1C)Cc1ccccc1C2 | 4&-3
CCN1CSC(=S)N(Cc2ccc(OC)cc2)C1 | 0&-12
CCOC(=O)c1sc2ccccc2c1NC(=O)c1coc2ccccc2c1=O | -8
CCOC(=O)c1c(NC(=O)c2cccs2)sc(C(=O)Nc2ccc(C)c(Cl)c2)c1C | -7
Cc1nc(NC2=NCN(CCc3ccccc3)CN2)nc2ccccc12 | -4
O=C(CSc1nc2ccsc2c(=O)n1-c1ccc(Br)cc1)N1CCCC1 | -3
CCN(CC)CCn1c(NCc2cccc(OC)c2)nc2ccccc21 | -4
O=C(CCNC(=O)c1ccc(Br)o1)NCc1ccc(Cl)cc1 | -3&-3
Cc1onc(-c2ccccc2Cl)c1C(=O)NCCC(c1ccccc1)c1ccccc1 | 2
CCC1Oc2ccc(C)cc2N(CC(=O)NCCCN2CCN(Cc3ccccc3)CC2)C1=O (stereo unspecified) | -5
Nc1cc(-c2ccccc2)nn1-c1ccccc1 | -8
COc1ccccc1C1SCCN1S(=O)(=O)c1cccc(C(F)(F)F)c1 (stereo unspecified) | 10
Cc1n[nH]c(C)c1S(=O)(=O)N1CCN(c2cccc(Cl)c2)CC1 | -2
O=C1CCCN1CCCn1c(=S)[nH]c2cc(C(=O)N3CCOCC3)ccc2c1=O | -8
O=C(Nc1c(C(=O)N2CCCCC2)cnn1-c1ccccc1)c1ccco1 | -2

Next entries:
SMILES | 14-3-3g Raf
COc1ccc(N(CCCN2C(=O)c3cccc4cccc(c34)C2=O)C(=O)c2cccs2)cc1 | -1
Cc1cccc(Cn2c(NCC(C)O)nc3c2c(=O)n(C)c(=O)n3C)c1 (stereo unspecified) | -1
O=C(COc1ccc(Cl)cc1)NCc1nnc(SCC(=O)NC2CCCCC2)o1 | -3
CCN(Cc1ccccc1)C(=O)c1c[nH]c2ccc(S(=O)(=O)N3CCc4ccccc43)cc2c1=O | -19
